# ATXN2 expr inh – inhibitors of ATXN2 expression; HEK-293 ATXN2-luciferase reporter, luminescence, 24 h; Potency, µM (doses to about 57 µM), without a hit: at the top dose activity change, negative = inhibition, hits mostly inhibitors; 360,000 tested, 0.72% active; further: potency means the concentration at half of the fitted maximal effect; on the % scale 0 is the no-effect control and ±100 the full control effect; nearly all actives have a fitted effect of over 55% in size
#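 ATXN2-luciferase reporter cells (luciferase flanked by upstream and downstream ATXN2 gene portions) were treated 24 h at 37 °C with compounds at up to 57 uM. SteadyGlo luminescence gave expression; GF-AFC fluorescence gave viability.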
# Nrf2 inh – inhibitors of Nrf2 signaling; A549 ARE-Fluc reporter, luciferase luminescence, 18-24 h; 360,000 tested, 2.1% active; AID 504444; Potency, µM (doses to about 46 µM), without a hit: at the highest dose activity change, negative = inhibition, usual class: inhibitors; further: potency means the concentration at half of the fitted maximal effect; on the % scale 0 is the no-effect control and ±100 the full control effect; nearly all actives have a fitted effect of over 60% in size
#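 Nrf2 function is reported as luminescence of an ARE-controlled luciferase in A549 cells. Compounds were tested at several concentrations, and a CellTiter-Fluor read on the same wells flagged cytotoxicity.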
# EPAC2 agonist – activates human EPAC2 exchange factor; Q8WZA2; EPAC2 activation, biochemical qHTS; response scale: 100% = 6.5 mM cAMP response; Potency, µM (series often up to 154 µM), inactives show at the highest dose activation, most hits filed as activators; 360,000 tested, 0.079% active; further: potency means the concentration at half of the fitted maximal effect; nearly all actives have a fitted effect of over 50% in size
# Target sequence (Q8WZA2 whole entry, looked up): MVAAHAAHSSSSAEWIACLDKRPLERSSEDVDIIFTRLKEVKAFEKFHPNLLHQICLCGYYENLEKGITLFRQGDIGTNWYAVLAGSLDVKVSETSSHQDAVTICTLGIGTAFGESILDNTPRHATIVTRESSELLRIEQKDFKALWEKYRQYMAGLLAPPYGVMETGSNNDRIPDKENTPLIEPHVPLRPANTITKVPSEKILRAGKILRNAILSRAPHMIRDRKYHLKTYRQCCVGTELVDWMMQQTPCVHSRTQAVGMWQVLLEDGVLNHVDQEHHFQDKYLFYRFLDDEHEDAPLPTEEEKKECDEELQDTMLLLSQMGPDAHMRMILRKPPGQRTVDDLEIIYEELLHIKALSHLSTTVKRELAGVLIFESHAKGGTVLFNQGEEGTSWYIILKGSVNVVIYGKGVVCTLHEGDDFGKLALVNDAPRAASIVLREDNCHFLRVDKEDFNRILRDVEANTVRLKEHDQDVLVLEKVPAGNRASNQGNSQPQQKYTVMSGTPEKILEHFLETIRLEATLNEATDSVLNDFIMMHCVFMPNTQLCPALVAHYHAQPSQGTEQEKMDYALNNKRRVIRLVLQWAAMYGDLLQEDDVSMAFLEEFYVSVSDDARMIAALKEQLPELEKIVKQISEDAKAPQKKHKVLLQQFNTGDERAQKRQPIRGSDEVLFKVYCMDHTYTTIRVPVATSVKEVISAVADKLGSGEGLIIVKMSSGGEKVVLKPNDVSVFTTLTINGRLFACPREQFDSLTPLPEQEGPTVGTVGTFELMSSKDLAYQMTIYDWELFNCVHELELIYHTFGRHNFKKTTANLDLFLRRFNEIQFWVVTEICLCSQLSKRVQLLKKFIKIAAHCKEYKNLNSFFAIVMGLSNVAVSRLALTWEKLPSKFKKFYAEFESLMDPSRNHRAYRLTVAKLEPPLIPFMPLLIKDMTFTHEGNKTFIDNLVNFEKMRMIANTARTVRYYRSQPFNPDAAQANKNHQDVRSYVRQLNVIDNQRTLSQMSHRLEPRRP
#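 Guanine nucleotide exchange by EPAC2 is measured as reduced fluorescence of BODIPY-GDP once it is released from 250 nM Rap1B. Plates are read kinetically for 30 min at room temperature; results are scaled to 6.5 mM cAMP.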
# Nrf2 activator – Nrf2 pathway activation; AREc32 ARE-luciferase reporter (MCF7-derived line), luminescence, 24 h; Potency, µM (doses to about 46.1 µM), for the others: top-dose activation, hits mostly activators; 410,000 tested, 0.31% active; further: potency means the concentration at half of the fitted maximal effect; % of control where 0% means no effect; nearly all actives have a fitted effect of over 65% in size
#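 AREc32_Fluc, 1000 cells/well, OPTI-MEM + 5% FBS, o/n 37 deg C 5% CO2; 23 nL cpd by pin tool, 24 hr; Steady-Glo 30 min RT, luminescence.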
# TGFb SMAD3 inh – inhibitors of TGF-b signaling. Potency, µM (doses to about 46.1 µM), for inactives: top-dose activity, negative = inhibition, actives largely listed as inhibitors. 410,000 tested, 1.2% active. AID 588855. HepG2 CAGA-GFP TGF-b/SMAD3 reporter, GFP fluorescence, 18 h; TGF-beta stimulated, 500 pg/mL final; further: potency means the concentration at half of the fitted maximal effect; on the % scale 0 is the no-effect control and ±100 the full control effect; nearly all actives have a fitted effect of over 65% in size
#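 Per well, imaged GFP fluorescence of HEPG2 CAGA-GFP cells gives the signal; cells get compound, then TGF-beta (500 pg/mL final), 18 h at 37 degrees C; %Activity versus -TGF-beta and +DMSO controls.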
# A549 viability – counter-screen for Nrf2 inhibitors: cytotoxicity in A549 cells; A549 ARE-Fluc cells, CellTiter-Fluor viability, 18-24 h; 390,000 tested, 0.16% active; Potency, µM (highest dose often 46 µM), without a hit: at the top dose activity change, negative = cytotoxicity, usual class: inhibitors; further: potency means the concentration at half of the fitted maximal effect; on the % scale 0 is the no-effect control and ±100 the full control effect
#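 A549 ARE_Fluc cells in 5% FBS OPTI-MEM were exposed to compounds in concentration-response for 18-24 h at 37 deg C. Viability was read by CellTiter-Fluor fluorescence (Ex 405/Em 525) after 30 min, before the luciferase read.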
# HepG2 viability – kills HepG2 cells in TGF-b inhibitor counter-screen; Potency, µM (titrated, usually from 46.1 µM), for inactives: top-dose activity change, negative = cytotoxicity, usual class: cytotoxic; AID 588856; HepG2 CAGA-GFP viability, ATP luminescence, 18 h; 410,000 tested, 0.76% active; further: potency means the concentration at half of the fitted maximal effect; some results filed as inactive show a strong effect at the top dose
#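 HepG2 CAGA-GFP cells (1000/well, DMEM with 1% FBS) received compound, then TGF-beta at 500 pg/mL final, and were incubated 18 hours at 37 degrees C. Viability was read by CellTiter-Glo luminescence. Media-only wells were set as complete cell-killing and DMSO as no toxicity.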
# IL2 activator – IL-2 activation; IL-2 activation reporter assay, cell-based qHTS; stimulated with anti-CD3/CD4/CD28 beads; in transgenic mouse T cells; activation, % (series mostly up to about 46 µM); 360,000 tested, 0.065% active; AID 652025; in the data active means activation above about 50%; inconclusive means mostly about 30% to 49%; further: 0% is about no effect
#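 Quantitative HTS in unstimulated transgenic mouse T cells, with memory T cells as non-tolerant control and PMA/ionomycin as tolerance-bypass control. Compound pretreatment lasted 60 minutes before 18 h bead stimulation; EGFP/DsRed fluorescence read.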
# S2 tox – cell viability loss in ATXN counter-screen. S2 cells (HEK-293 line with an ATXN2-luciferase reporter) viability, CellTiter-Fluor protease fluorescence, 24 h. 400,000 tested, 0.49% active. Potency, µM (top dose mostly 56.7 µM), actives largely listed as cytotoxic; further: potency means the concentration at half of the fitted maximal effect; nearly all actives have a fitted effect of over 40% in size
# * = called active by the depositor; i = inactive; ? = inconclusive; · = no result given; [ ] = dose if it differs, or a comment. Unless noted, the call rests on the fitted dose curve; in most records, active means well fitted curve in the direction sought with a large enough effect; inconclusive means small, poorly fitted or top-dose-only effect, or another doubt; inactive means no such curve, though single readings can be large; an effect the other way counts as inactive or inconclusive.
# Order of values: ATXN2 expr inh, Nrf2 inh, EPAC2 agonist, Nrf2 activator, TGFb SMAD3 inh, A549 viability, HepG2 viability, IL2 activator, S2 tox
- CC(=O)N1C(C(=O)O)CSC1c1ccc(C)cc1 (stereo not given)
  -2%, 8%, 13%, 0.2%, 0%, 6%, -1%, -3.3, i
- COc1ccccc1/C=C(/NC(=O)c1ccccc1)C(=O)NCCN1CCOCC1
  0%, 5%, 1%, 0.0%, 0%, 1%, 2%, 0.1, i
- O=C(O)CC(Sc1n[nH]c(=S)s1)C(=O)O (stereo not given)
  -31%, 2%, 2%, -0.1%, 0%, 0%, -16%, 0.0, ?
- CN(CC(=O)Nc1c(Cl)cccc1Cl)C(=O)C1CSC2(C)CCC(=O)N12 (stereo not given)
  -8%, 11%, -3%, 0.6%, -20%, 1%, 0%, -1.5, i
- COc1ccc(NC(=S)NCc2ccccn2)cc1OC
  3%[11.3 µM], 3%, 3%, 2.8%, 0%, 5%, -2%, 1.0, i
- Cc1cc(C(c2ccc(C)o2)c2ccc(C)o2)c(O)c([N+](=O)[O-])c1
  -16%, 2%, 10%, 4.4%, -14%, -6%, -37%, -2.2, i
- N#CC1=C(N)Oc2cc(N)ccc2C1c1cccc(F)c1 (stereo not given)
  -15%, -8%, 4%, -1.2%, -6%, 3%, 0%, 0.1, i
- O=C(CSc1nc2c(c(=O)[nH]1)CCCC2)Nc1ccc(Br)cc1
  -9%, 9%, ·, 7.8%, -6%, -1%, -13%, ·, i
- O=C(Cc1c(F)cccc1Cl)Nc1nccs1
  -16%, -9%, 9%, 0.1%, -15%, 5%, 7%, -0.2, i
- CCOC(=O)N1CCC(NC(=O)C2CCN(C(=O)N3CC(C)Oc4ccccc43)CC2)CC1 (stereo not given)
  -3%, -40%, -7%, -0.7%, 6%, 9%, -15%, -3.1, i
- COc1ccccc1N=C(C)C1=C(O)CSC1=O
  21%, ·, 3%, ?, -29%, -6%, -5%, 8.2, i
- O=C(NCc1ccccc1)C(c1ccc(F)cc1)N(C(=O)c1csnn1)C1CC1 (stereo not given)
  19%, 4%, 2%, -0.1%, 12%, 3%, -5%, 0.3, i
- Cc1cccc2c1CC(C)(C)NC2=C(C#N)C#N
  -28%, -2%, 14%, -0.6%, -23%, 8%, -39%, -3.2, ?
- COc1ccccc1NC(=O)C(=O)NNS(=O)(=O)c1ccc2ccccc2c1
  ·, 0%, 6%, 2.9%, ?, ?, -21%, -0.4, i
- Cc1ccc(Cn2c(=O)n(Cc3ccco3)c(=O)c3sc4ccccc4c32)cc1
  8%, -12%, ·, -0.7%, -23%, 8%, -10%, ·, i
- Cc1cc(NC(=O)Nc2nc3c(s2)CCCCCC3)ccc1Br
  3%, ·, ·, 1.2%, -1%, 12%, -1%, ·, i
- O=C(NCCCN1CCCC1=O)c1cccc(N2CCCC2=O)c1
  -10%, -23%, -1%, -0.8%, -8%, -12%, 2%, -1.3, i
- O=C(NCCc1ccccc1)C(=O)Nc1ccc2c(c1)OCCO2
  ·, ?, 6%, 6.1%, 19%, 5%, 0%, 2.0, ?
- COc1cccc(NC(=O)C(c2ccccc2)N2CCCC2)c1 (stereo not given)
  -26%, -1%, 13%, -0.4%, 0%, 1%, 20%, 0.0, i
- COC(=O)c1c(C)[nH]c(C(=O)OCc2ccc(F)cc2)c1C
  37%[activator], 85%, -4%, 3.7%, ?, -3%, -50%, 0.0, i

# Next section; it opens with the four that closed the last part.
# Order of values: ATXN2 expr inh, Nrf2 inh, EPAC2 agonist, Nrf2 activator, TGFb SMAD3 inh, A549 viability, HepG2 viability, IL2 activator, S2 tox
- O=C(NCCCN1CCCC1=O)c1cccc(N2CCCC2=O)c1
  -10%, -23%, -1%, -0.8%, -8%, -12%, 2%, -1.3, i
- O=C(NCCc1ccccc1)C(=O)Nc1ccc2c(c1)OCCO2
  ·, ?, 6%, 6.1%, 19%, 5%, 0%, 2.0, ?
- COc1cccc(NC(=O)C(c2ccccc2)N2CCCC2)c1 (stereo not given)
  -26%, -1%, 13%, -0.4%, 0%, 1%, 20%, 0.0, i
- COC(=O)c1c(C)[nH]c(C(=O)OCc2ccc(F)cc2)c1C
  37%[activator], 85%, -4%, 3.7%, ?, -3%, -50%, 0.0, i
- CC(C)(C)OC(=O)CNC(=O)c1[nH]cnc1C(=O)N[C@@H](Cc1ccccc1)C(=O)OCc1ccccc1
  -24%, 18%, -5%, 0.8%, ?, -4%, -73%, -0.7, ?
- Cc1[nH]c2ccc(F)cc2c1CCN(Cc1cccnc1)C(=S)Nc1ccccc1
  ·, 10%, 19%, -0.2%, 3%, 11%, -17%, -3.4, i
- COCCN1C(=O)C(=O)/C(=C(/O)c2ccc(C)cc2)C1c1ccccn1 (stereo not given)
  5%[11.3 µM], 1%, -1%, 0.2%, -4%, 9%, -7%, -2.6, i
- N#C/C(C(=O)N1CCOCC1)=C1/SC(Cc2ccccc2Cl)C(=O)N1c1ccccc1 (stereo not given)
  -4%, 7%, 10%, 1.9%, 0%, 1%, -9%, -0.3, i
- Cc1ccc(-n2c(=O)c3ccccc3n(CC(=O)Nc3cccc(C(F)(F)F)c3)c2=O)cc1
  -31%, -25%, ·, 6.1%, ?, -16%, -4%, ·, i
- COc1ccc(N(CC(O)Cn2nnc3ccccc32)S(=O)(=O)c2ccc(C)cc2)cc1 (stereo not given)
  0%, ?, 26%, -0.4%, -23%, -16%, -5%, -0.8, i
- CCOc1ccccc1NC(=O)COC(=O)/C=C/c1cccs1
  -6%, 7%, 3%, 9.2%, 3%, -3%, -2%, -0.7, i
- COc1cccc(N2CCN(CC(=O)Nc3nnc(-c4ccccc4)s3)CC2)c1
  ?, 12µM*, 5%, 2.5%, -25%, -20%, -22%, -0.3, i
- COc1cccc(CC(NC(C)=O)C(=O)NC2CCN(c3nnnn3-c3ccccc3)CC2)c1 (stereo not given)
  6%, -5%, -9%, 0.2%, -6%, -30%, -2%, -0.3, i
- COc1ccc2ccc(OCC(=O)NCC3CCCO3)cc2c1 (stereo not given)
  2%, -9%, -9%, 0.1%, -2%, 4%, 1%, -2.2, i
- O=C(C1CCCN(c2ncnc3c2nc2n3CCCCC2)C1)N1CCCCC1 (stereo not given)
  -6%, -5%, 8%, -0.2%, -2%, -1%, -11%, -0.8, i
- CCOC(=O)c1ccc(NC(=O)c2c(N)n(C)c(=O)n(C)c2=O)cc1
  12%, -3%, 0%, -1.0%, 4%, 0%, 5%, 0.2, i
- CNC[C@H]1Oc2c(NC(=O)C3CC3)cccc2C(=O)N([C@H](C)CO)C[C@@H]1C
  1%, 0%, -2%, 0.4%, 14%, -2%, 0%, -0.3, i
- COCC(C)NC(=O)C1=CC(c2ccc3c(c2)OCO3)=NS(=O)(=O)N1C (stereo not given)
  -1%, -8%, ·, -0.5%, 14%, 15%, -6%, ·, i
- N/C(=N\OC(=O)c1csnn1)c1ccc(C(F)(F)F)cc1
  4%, 3%, -11%, 3.6%, 18%, 0%, 7%, -2.5, i
- O=C(Nc1ccc(Cl)cc1C(=O)N1CCCCC1)c1ccco1
  -9%, 3%, 0%, -0.4%, 12%, 2%, 2%, 0.1, i
- O=C(c1cc2ccccc2s1)N1CCOCC1
  26%, 13%, 5%, 0.3%, 0%, 5%, 6%, -0.2, i
- COc1cccc(-c2nnc3sc(-c4ccco4)nn23)c1
  37%[activator], 10%, 2%, 3.5%, -5%, -11%, -21%, -1.9, i
- C=CCOc1cccn2c(N(C)C(=O)c3ccccc3F)c(CC)nc12
  10%, ·, 15%, -0.4%, ?, ·, -58%, 0.9, i
- CN1CCc2c(sc(/N=C/c3c[nH]c4ccccc34)c2C#N)C1
  38%[activator], 27%, 12%, 6.7%, 37%[activator], -19%, 21%, 11, ?
- CCCc1cc(=O)[nH]c(SCC(=O)NC(=O)c2ccccc2)n1
  -7%, -2%, 8%, -0.9%, -11%, 1%, 4%, -1.1, i
- CCCCCC[n+]1c(-c2ccc(Cl)cc2Cl)csc1Nc1ccccc1
  6%, ?, 2%, -0.4%, 5%, -16%, -2%, -2.0, i
- Cc1cc2nsnc2c(S(=O)(=O)NCC(=O)O)c1C
  -2%, -1%, 0%, -0.6%, 0%, 0%, 0%, 0.3, i
- C/C(=N\NC(=O)NC1CCCCC1)c1ccc(OC(F)F)cc1OC(F)F
  -19%[11.3 µM], ?, 9%, 0.4%, -17%, 0%, -6%, -2.9, ?
- CCO[C@H]1OC(C(=O)Nc2ccccc2)=C[C@@H](C2CC2)[C@@H]1CCCO
  9%, 1%, 0%, 0.6%, -11%, 0%, -9%, 1.1, i
- CC1CCc2c(sc3ncnc(NCc4cccnc4)c23)C1 (stereo not given)
  ·, -9%, 6%, 6.1%, -18%, -6%, -22%, 1.3, i
- COC(=O)c1cc([N+](=O)[O-])c(C)c(C)n1
  ·, ·, 5%, 15%, -1%, ·, -20%, 3.7, i
- CC(NC(=O)CCNC(=O)c1ccc(C(C)(C)C)cc1)c1ccccc1 (stereo not given)
  -5%, -12%, 0%, -0.6%, -7%, 6%, -6%, -3.9, i
- CCOc1ccccc1-n1nnnc1SCC(=O)Nc1cc(C)on1
  -4%, 2%, 4%, -0.6%, -1%, 16%, -33%, -2.0, i

# Among those listed so far, these have two or more sulfur atoms:
# Order of values: ATXN2 expr inh, Nrf2 inh, EPAC2 agonist, Nrf2 activator, TGFb SMAD3 inh, A549 viability, HepG2 viability, IL2 activator, S2 tox
- O=C(O)CC(Sc1n[nH]c(=S)s1)C(=O)O (stereo not given)
  -31%, 2%, 2%, -0.1%, 0%, 0%, -16%, 0.0, ?
- Cc1cc2nsnc2c(S(=O)(=O)NCC(=O)O)c1C
  -2%, -1%, 0%, -0.6%, 0%, 0%, 0%, 0.3, i

# Screening results from PubChem BioAssay.
